High-throughput results as filed in PubChem.
CHRM1 agonist: activates human CHRM1 receptor. 360,000 tested, 0.33% active. activation, % at 3 µM. CHO-K1 hM1, Fluo-8 calcium fluorescence, agonist mode; 0% DMSO, 100% acetylcholine EC100. P11229;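 active = activation above the run's mean compound activation plus 3 SD, cut at about 16% in these data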;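 also: peak over basal fluorescence ratio within a 140 s kinetic read after compound addition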
TAAR1 ag: human TAAR1 agonism; 360,000 tested, 0.99% active; activation, % at 3 µM; Q96RJ0; CHO RD-HGA16 TAAR1, Fluo-8 calcium fluorescence; vehicle wells 0%, saturating PEA agonist 100%;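 active = activation above the mean activation of all test compounds in the run plus 3 SD, cut at about 38% in these data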
Target sequence (Q96RJ0 whole entry, looked up): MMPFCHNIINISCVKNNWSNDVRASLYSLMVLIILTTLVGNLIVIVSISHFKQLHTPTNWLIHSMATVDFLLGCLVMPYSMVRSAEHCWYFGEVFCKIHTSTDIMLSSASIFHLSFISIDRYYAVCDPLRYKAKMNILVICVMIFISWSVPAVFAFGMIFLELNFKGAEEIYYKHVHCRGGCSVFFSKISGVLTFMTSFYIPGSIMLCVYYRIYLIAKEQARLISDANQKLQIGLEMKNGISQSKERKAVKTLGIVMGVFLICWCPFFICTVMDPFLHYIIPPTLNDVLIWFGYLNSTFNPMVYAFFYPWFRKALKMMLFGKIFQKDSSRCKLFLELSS
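Test system: RD-HGA16 (CHO) cells co-expressing Gα16 and hTAAR1 | Doses: Single dose, 3 µM | Schedule: 17-24 h seeding, 75 min 37 °C dye, 30 min RT | Evaluation: % activation from peak over basal fluorescence ratio, DMSO-to-PEA scaled | Technique: Kinetic Fluo-8 calcium fluorescence | Benchmarks: Low control DMSO, high control PEA (EC100)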
CHRM5 PAM: CHRM5 positive allosteric modulation | AID 624038 | CHO-K1 hM5, Fluo-8 calcium, ACh EC20 PAM; 0% = ACh EC20, 100% = ACh EC100 | P08912 | activation, % at 3 µM | 360,000 tested, 0.3% active;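 active = activation above the run cutoff, the mean activation of all test compounds plus 3 SD, cut at about 18% in these data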
Target sequence (P08912 whole entry, looked up): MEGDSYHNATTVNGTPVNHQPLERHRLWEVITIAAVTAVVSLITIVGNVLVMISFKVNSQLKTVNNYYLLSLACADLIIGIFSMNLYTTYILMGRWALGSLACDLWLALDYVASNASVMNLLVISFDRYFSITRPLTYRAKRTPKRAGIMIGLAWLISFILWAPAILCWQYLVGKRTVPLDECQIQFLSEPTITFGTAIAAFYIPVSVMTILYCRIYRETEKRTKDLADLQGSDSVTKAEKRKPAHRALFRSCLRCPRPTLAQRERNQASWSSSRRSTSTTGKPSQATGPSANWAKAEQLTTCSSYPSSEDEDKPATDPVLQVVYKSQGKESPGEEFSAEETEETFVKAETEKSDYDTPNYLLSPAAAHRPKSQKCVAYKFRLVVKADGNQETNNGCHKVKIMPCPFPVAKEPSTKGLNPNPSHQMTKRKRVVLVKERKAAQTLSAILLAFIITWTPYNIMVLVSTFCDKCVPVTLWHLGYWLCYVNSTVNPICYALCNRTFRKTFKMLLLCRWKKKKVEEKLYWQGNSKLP
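system = human M5 receptor in CHO-K1 cells | reagent = EC20 acetylcholine as agonist stimulus | compound dosing = single-point, 3 µM nominal | incubation = Fluo-8 loading 80 min at 37 °C plus 30 min room temperature | detection = Fluo-8 calcium dye fluorescence, kinetic read | benchmarks = low control EC20 acetylcholine (0%), high control EC100 acetylcholine (100%)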
M5 ag: agonists of human muscarinic M5 receptor (CHRM5). P08912. activation, % at 3 µM. CHO-K1 hM5 cells, Fluo-8 calcium fluorescence; 0% DMSO wells, 100% maximal acetylcholine response. 360,000 tested, 0.19% active;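 active = activation above the run's mean over test compounds plus 3 SD, cut at about 23% in these data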;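 also: signal is peak over basal fluorescence ratio across the kinetic read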
CHRM5 antagonist: antagonists of human muscarinic M5 receptor (CHRM5); CHO-hM5 cells, Fluo-8 calcium fluorescence, ACh EC80; inhibition, % at 3 µM; 360,000 tested, 0.59% active; AID 624040;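 active = inhibition above a per-plate cutoff, the mean of that plate's test compounds plus 3 SD, cut at about 27% in these data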;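 also: 0% = acetylcholine EC80 with DMSO and 100% = DMSO without agonist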
M4 antag: CHRM4 antagonism in calcium assay; CHO-hM4 cells, ACh EC80, Fluo-8 calcium fluorescence; 360,000 tested, 0.73% active; inhibition, % at 3 µM; P08173;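 active = inhibition above its plate's cutoff, the mean inhibition of sample wells plus 3 SD, cut at about 27% in these data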;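 also: 0% = acetylcholine EC80 with DMSO and 100% = DMSO without agonist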
M1 PAM: positive allosteric modulators of human M1 muscarinic receptor | activation, % at 3 µM | 360,000 tested, 0.088% active | AID 588819 | CHO-K1 hM1, Fluo-8 calcium fluorescence, ACh EC20; 0% = ACh EC20, 100% = maximal ACh; in the data active = activation above about 19%, passing the limit was not always enough
CHRM1 antagonist: blocks human M1 muscarinic receptor; P11229; CHO-K1 hM1, Fluo-8 calcium fluorescence, ACh EC80 antagonist; inhibition, % at 3 µM; 360,000 tested, 1.3% active; AID 588852;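 active = percent inhibition above its own plate's cutoff, namely the mean of that plate's compound wells plus 3 SD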;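 also: peak over basal fluorescence ratio during 140 s after agonist addition; 0% = ACh EC80 plus DMSO and 100% = DMSO alone without agonist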
M4 ag: agonists of human muscarinic M4 receptor (CHRM4); P08173; CHO-K1 hM4/Gqi5, Fluo-8 calcium fluorescence; vehicle 0%, full acetylcholine response 100%; activation, % at 3 µM; 360,000 tested, 0.14% active;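 active = activation above the run mean over all test wells plus 3 SD, cut at about 32% in these data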;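 also: peak over basal fluorescence ratio per well then scaled between controls; 0% = DMSO wells and 100% = acetylcholine at EC100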
* marks the source's active call; other numbers are inactive results; / = no result given. Only part of the results is shown (hit frequency here may not be typical).

#	mol	TAAR1 ag	CHRM5 PAM	M4 antag	M4 ag	CHRM1 antagonist	M1 PAM	CHRM1 agonist	CHRM5 antagonist	M5 ag
1	O=C(O)CC(SCC(=O)Nc1ccc(S(=O)(=O)N2CCCC2)cc1)C(=O)O (stereo not drawn)	7.8	-4.7	-18.5	-0.7	-10.6	6.4	-13.1	-2.7	-5.7
2	CN(C(=O)COC(=O)CCC(=O)c1ccc(Cl)cc1)c1c(N)n(Cc2ccccc2)c(=O)[nH]c1=O	1.6	3.9	4.4	-0.1	-6.9	8.3	-4.2	-1.7	-0.6
3	O=C(CN1C(=O)C2CCCCC2C1=O)N1CCN(c2ccc(F)cc2)CC1 (stereo not drawn)	3.1	-9.9	0.7	1.2	-5.5	9.1	-10.0	-3.9	-4.7
4	O=C(CSc1nnc(Cc2ccccc2)o1)NCCc1ccccc1	9.0	-2.1	0.6	1.1	-1.3	-2.3	-5.2	-0.9	0.1
5	CC1(C)CC(=O)C(C=NCC(O)c2ccccc2)=C(O)C1 (stereo not drawn)	16.2	-1.2	-0.7	-0.2	-5.5	5.3	-3.5	-0.6	-0.3
6	O=C(OCCCc1cc2ccccc2c(=O)o1)c1ccc(C(F)(F)F)cc1	4.4	3.6	-7.5	2.0	-6.9	4.6	-3.3	2.0	0.2
7	CC(C)(C)OC(=O)N1CCN(CCNC(=O)c2ccccc2)CC1	1.4	-2.8	4.0	2.5	1.3	-11.9	-7.7	5.8	-7.0
8	Cc1ccc(-n2c(Cc3ccccc3)nnc2SCC(=O)NNC(=O)Cc2ccccc2)cc1	12.8	0.4	6.5	-1.9	-4.7	6.0	-4.0	-1.6	1.8
9	Cc1ccc(S(=O)(=O)CC(=O)N2CC(C)OC(C)C2)cc1 (stereo not drawn)	-0.5	8.7	0.3	-0.2	-7.1	5.3	-1.6	-14.2	3.6
10	CC(C)(C)OC(=O)N1CCC[C@H]1C(=O)N/N=C/c1cccc2nccnc12	-0.8	-2.6	6.5	0.5	-0.2	5.6	-2.0	-4.4	0.9
11	CCOc1ccc(C(C)=O)cc1Cn1c(=O)oc2ccccc21	4.9	-6.5	-9.8	4.2	-1.6	6.9	-4.4	10.8	0.3
12	CCN(CC)CCCNc1ccc2ncn3c4ccc(O)cc4c(=O)c1c23	12.5	-0.7	-9.0	0.8	-21.0	10.5	-5.3	3.7	-3.0
13	C=CCOc1c(Cl)cc(CNc2nccs2)cc1OC	1.6	-3.3	-7.9	1.6	-4.1	2.2	-2.1	2.0	1.0
14	CCN(Cc1ccncc1)C(=O)C1CCC(=O)N(Cc2ccc(Cl)cc2)C1 (stereo not drawn)	2.8	2.9	7.9	1.0	-17.2	0.6	-2.9	-6.2	-3.9
15	O=C(Nc1ccc(N2CCOCC2)nc1)c1ccc(Cl)cc1	0.9	-2.3	-11.9	0.6	-6.6	2.0	-4.3	-5.3	-1.4
16	CCOc1ccc(NC(=O)C2C(c3ccccc3)C2(Cl)Cl)cc1 (stereo not drawn)	-0.7	-8.9	-17.6	0.2	-7.5	-1.2	-7.8	12.5	-11.3
17	C=C(C)[C@@H]1CC=C(CN2CCC(CCOC)(C(=O)OCC)CC2)CC1	2.8	-7.5	-7.6	3.9	3.2	-1.8	-4.9	4.4	-12.4
18	O=C(Nc1nc(-c2cccc3ccccc23)cs1)c1ccc2c(c1)S(=O)(=O)c1ccccc1C2=O	-0.3	13.7	-18.3	-0.4	-15.4	1.4	-4.1	-1.5	-0.8
19	CN(C(=O)COc1ccc(Cl)cc1Cl)c1nnc(C23CC4CC(CC(C4)C2)C3)s1	1.5	-2.2	3.9	1.4	-0.4	-0.9	-1.9	-1.4	1.9
20	CC1CN(C(=O)CCC(=O)NCCCc2ccccc2)c2ccccc2O1 (stereo not drawn)	3.4	-7.1	-5.0	5.1	-5.8	1.1	-7.9	0.5	1.7
21	Cc1cc(C)c(C#N)c(Nc2cccc(C)c2C)n1	3.0	0.8	8.1	-1.5	1.5	1.6	-5.7	5.4	-2.0
22	CC1CCN(S(=O)(=O)c2ccc3c(c2)n(C)c(=O)n3C)CC1	0.5	-6.0	3.3	0.5	10.9	0.1	-0.2	-0.8	-4.4
23	Cc1cc(SCC(=O)N2CCCC2=O)nc2ccccc12	0.8	2.9	-14.3	0.9	-22.4	9.5	0.2	6.1	1.3
24	CCCCNC(=O)C1c2cc(OC)c(OC)cc2C(=O)N(C)C1c1ccc(OC)cc1 (stereo not drawn)	1.2	-5.8	14.2	0.8	4.7	1.8	-4.2	1.0	3.8
25	Cc1ccc(NC(=S)NC(NC(=O)c2ccccc2)C(Cl)(Cl)Cl)c(C)c1 (stereo not drawn)	10.2	-17.0	-24.3	7.6	20.0	-10.0	-2.0	12.6	5.9
26	CC(=O)OC(Cn1nc(C)cc1C)c1ccccc1 (stereo not drawn)	7.7	15.9	2.5	1.0	-13.2	-0.2	-1.6	-10.2	-1.7
27	CCc1ccc2c(c1)NC(=O)C2(C)Cc1ccc(C(F)(F)F)o1 (stereo not drawn)	-0.6	-6.1	-8.4	1.3	-6.1	5.7	-0.7	3.8	0.9
28	COc1ccccc1CN(C)C(=O)c1ccccc1Sc1ccccc1C#N	3.0	1.4	-23.2	8.2	0.2	3.4	-2.1	-9.6	-3.0
29	O=C1CCC([N+](=O)[O-])C(c2ccc(-c3ccccc3)cc2)N1 (stereo not drawn)	1.6	9.7	-14.3	2.1	-4.2	4.1	-0.7	-12.9	2.0
30	CC(C)(C)C(=O)NC(=S)Nc1sc2c(c1C#N)CCCCC2	-1.3	4.1	-3.5	1.2	-18.3	7.0	-7.5	3.3	-2.6

Looked up one by one from the list above:
#	mol	TAAR1 ag	CHRM5 PAM	M4 antag	M4 ag	CHRM1 antagonist	M1 PAM	CHRM1 agonist	CHRM5 antagonist	M5 ag
20	CC1CN(C(=O)CCC(=O)NCCCc2ccccc2)c2ccccc2O1 (stereo not drawn)	3.4	-7.1	-5.0	5.1	-5.8	1.1	-7.9	0.5	1.7
17	C=C(C)[C@@H]1CC=C(CN2CCC(CCOC)(C(=O)OCC)CC2)CC1	2.8	-7.5	-7.6	3.9	3.2	-1.8	-4.9	4.4	-12.4
3	O=C(CN1C(=O)C2CCCCC2C1=O)N1CCN(c2ccc(F)cc2)CC1 (stereo not drawn)	3.1	-9.9	0.7	1.2	-5.5	9.1	-10.0	-3.9	-4.7
9	Cc1ccc(S(=O)(=O)CC(=O)N2CC(C)OC(C)C2)cc1 (stereo not drawn)	-0.5	8.7	0.3	-0.2	-7.1	5.3	-1.6	-14.2	3.6

Later entries
#	mol	TAAR1 ag	CHRM5 PAM	M4 antag	M4 ag	CHRM1 antagonist	M1 PAM	CHRM1 agonist	CHRM5 antagonist	M5 ag
31	O=C(NNC(=O)c1ccccc1[N+](=O)[O-])Nc1ccc(Cl)cc1	10.4	-6.0	-3.1	1.5	1.1	-2.5	-4.7	5.7	-1.1
32	Cc1ccc(S(=O)(=O)NN2C(=O)/C(=C/c3cccc(F)c3)SC2=S)cc1	2.5	0.9	-17.3	0.9	-1.3	3.9	-1.6	-1.5	-3.3
33	NS(=O)(=O)c1cccc(NC(=O)COC(=O)/C=C/c2nc3ccccc3s2)c1	0.8	0.0	-11.0	2.0	-24.1	9.2	1.8	14.5	2.7
34	Cc1ccc(S(=O)(=O)Cc2nc3ccccc3c(=O)[nH]2)cc1	3.0	0.0	-2.0	1.2	-10.0	6.8	-1.2	2.8	2.0
35	COc1ccc(CN2C(=O)CN(S(C)(=O)=O)CC2(C)C(=O)Nc2ccc3c(c2)OCCO3)cc1OC (stereo not drawn)	2.3	-0.6	-0.6	1.2	/	/	/	4.1	1.7
36	CCCc1c(NC(=O)Nc2ccc(Cl)cc2Cl)cnn1-c1ccccc1	10.9	3.4	4.9	0.5	-8.8	8.7	0.0	3.1	-0.2
37	O=C(NCCCn1ccnc1)c1cc(C(=O)C2CCCCC2)c[nH]1	0.1	4.2	-10.4	0.3	12.4	-1.7	-6.9	1.7	-2.6
38	NS(=O)(=O)c1ccc(CNC(=O)c2cc(-c3cccnc3)nc3ccc(Br)cc23)cc1	2.4	11.9	0.6	2.3	-11.7	17.5	1.5	7.9	3.3
39	COc1ccc(N(CC(=O)N2CCN(c3ccc(Cl)cc3)CC2)S(=O)(=O)c2c(C)n[nH]c2C)cc1	4.9	1.5	4.6	5.7	6.1	2.1	-5.6	12.0	-2.9
40	CN(C)C(=O)C12CCC(C)(c3nc4ccccc4nc31)C2(C)C (stereo not drawn)	3.5	-2.4	8.2	0.0	4.4	4.2	-1.1	1.8	-0.9
41	O=C(NC1CC1)c1ccc(-c2ccc3nccn3c2)cc1	0.7	-0.5	2.1	1.0	-8.5	5.4	-3.1	-1.4	-0.3
42	O=C(CCN1C(=O)c2cccc3cccc(c23)C1=O)N1CCN(c2ccccc2F)CC1	0.5	0.2	0.2	0.3	-5.6	16.3	-6.4	-1.6	-2.7
43	Cc1ccc(S(=O)(=O)N(CC(O)CN2C(=O)NC(C)(C)C2=O)c2cccc([N+](=O)[O-])c2)cc1 (stereo not drawn)	0.1	-1.0	15.1	0.8	-10.7	12.2	-8.1	8.4	-3.1
44	CCOC(=O)c1c(NC(=O)COC(=O)c2nc(Cl)ccc2Cl)sc2c1CCC2	6.1	-3.3	2.1	1.5	3.9	-0.2	-7.8	6.6	-1.7
45	Cc1ccc(-c2ccc(CCC(=O)O)n2NC(=O)c2ccc([N+](=O)[O-])cc2)cc1	4.8	-5.2	0.1	1.4	-1.4	-2.0	-5.1	-7.3	-1.5
46	C=CCC(NCc1ccccc1)c1ccc(C)o1 (stereo not drawn)	11.6	2.1	-1.7	1.5	-17.4	6.6	-5.7	-8.4	-5.3
47	O=C(NC1CCCCC1)C(c1ccc2ncccc2c1)N(Cc1ccc2c(c1)OCO2)C(=O)c1cccs1 (stereo not drawn)	-1.2	2.8	-15.5	0.0	-14.0	12.9	0.0	-3.8	0.9
48	CCCn1c(N)c(C(=O)CSc2n[nH]c(-c3ccc(C)cc3)n2)c(=O)[nH]c1=O	0.9	5.8	-7.7	0.5	-6.8	7.0	-3.0	-8.7	-1.5
49	Cc1ccc(C(=O)N(Cc2nc(-c3ccc(C)cc3)no2)C(C)C)cc1	-2.6	-1.7	4.8	1.1	-4.0	0.3	-4.2	-1.0	0.8
50	COc1cc2ccc(C(C)=NNC(N)=S)cc2cc1OC	2.0	-6.7	0.0	5.6	-1.9	0.7	0.2	6.0	3.7
51	Cn1cnc(S(=O)(=O)N2CCCCC2c2cc(C(=O)Nc3cccc(C#N)c3)no2)c1 (stereo not drawn)	2.6	1.8	-5.0	1.7	-13.1	4.0	-2.2	-3.5	-0.1
52	Cn1c(=O)c2c(nc(NCc3ccccc3)n2C)n(C)c1=O	13.3	0.7	0.1	0.5	3.4	6.5	-1.3	-1.7	-8.6
